# H9c2 TAG inh: inhibitors of triacylglycerol accumulation; H9c2 cells, Nile Red lipid (TAG) fluorescence; cells loaded with 200 µM oleic acid; hit rate 0.66% among 230,000; AID 651582; inhibition, % at 12.5 µM;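 active = pattern-corrected inhibition of lipid staining of at least 50% with the nuclear-stain viability signal not falling by more than 50%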;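 also: 0% = DMSO wells and 100% = triacsin C control wells; some results filed as inactive read as strong as hits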
# H9c2 TAG inh DAPI viability: further read-out of H9c2 TAG inh, marked with its call; DAPI nuclei signal change (viability), lower = more cytotoxic, %;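 whole-well DAPI fluorescence read on a plate reader as a viability signal; minus 50 percent equals half of cells still viable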
# An asterisk follows results filed as active.
SMILES,H9c2 TAG inh,H9c2 TAG inh DAPI viability
CC1CC(C)CN(C(=O)C(C)N2CCN(S(=O)(=O)c3ccc(C(F)(F)F)cc3)CC2)C1 (stereo not given),-13,-8
CC(C)(CNC(=S)NCCc1ccccc1)CNC(=S)NCCc1ccccc1,7,-4
Cc1ccc(C(=O)O/N=C/C2=C(Cl)c3ccccc3CC2)cc1,-3,5
NS(=O)(=O)c1ccc(NNC(=O)c2ccc(Br)o2)c([N+](=O)[O-])c1,3,0
CC(O)(c1ccc(F)c(F)c1)c1nc(-c2cnc3ccccc3c2)cs1 (stereo not given),-14,15
CCCCCn1c(=O)[nH]c2cc(C(=O)NCCc3ccc(OC)c(OC)c3)ccc2c1=O,33,-13
NS(=O)(=O)c1ccc(NC(=O)CSc2nc3c(cnn3-c3ccccn3)c(=O)[nH]2)cc1,9,3
Cc1csc(NC(=O)CSc2nncc(=O)n2N)n1,4,-1
Cc1ccc(N2C(=O)[C@@H]3C(C(=O)CCN4C(=O)c5ccccc5C4=O)=NN[C@@H]3C2=O)cc1,17,1
COc1ccc([C@@H]2CC=C(C(=O)O)[C@H](c3ccc(Br)cc3)N2S(=O)(=O)c2ccc(C)cc2)cc1OC,4,-1
Cc1cccc(NC(=O)CSc2nc(N)c(NC(=O)c3ccccc3F)c(=O)[nH]2)c1,7,-8
CCCCn1c(N)c(N(C)C(=O)c2cc3c(s2)CCCCC3)c(=O)[nH]c1=O,-1,-4
COc1ccccc1Nc1cc(C)nc(Nc2ccccc2OC)n1,16,4
COCCOC(=O)C1=C(C)N=C2SCCC(=O)N2C1c1cccs1 (stereo not given),-5,-2
CN(c1ccc(OC(=O)CN2C(=O)NC3(CCCC3)C2=O)cc1)S(=O)(=O)c1ccccc1,5,-2
O=C(Nc1ccc2c(c1)OCCO2)N1CCOCC1,2,-3
COc1ccccc1CN(C)C(=O)CSc1nnc(C2CC2)n1C1CC1,0,-8
COc1ccc(NC(C)(C)c2nnnn2-c2c(C)cccc2C)cc1,-2,-4
O=C(/C=C/c1ccccc1)NCCS(=O)(=O)N1CCN(c2ccc(F)cc2)CC1,-5,-4
COc1ccc(C2=CC(=O)CC(c3ccc(F)cc3)C2)cn1 (stereo not given),-8,6
CCOCCCNC(=O)C(c1ccc(OC)cc1)N(Cc1ccc2c(c1)OCO2)C(=O)c1cnccn1 (stereo not given),-2,-7
Cc1noc(C)c1C(=O)Nc1nc(-c2ccc(F)c(F)c2)cs1,6,-4
COc1cc(C(=O)Nc2ccccn2)cc(OC)c1OC,8,-8
Cc1ccc(NC(=O)CS(=O)(=O)c2cn(C)c3ccccc23)c(C)c1,-34,2
O=C1c2[nH]c3ccccc3c2CC1N1C(=O)c2ccccc2C1=O (stereo not given),-1,3
CC12CCC(=O)N1C(C(=O)Nc1nnc(SCc3ccccc3F)s1)CS2 (stereo not given),2,3
COc1ccc(-c2sc3cc(OC)c(OC)cc3c2-c2ccc(O)cc2)cc1,-4,11
CN1CCN(S(=O)(=O)c2cccc(C(=O)Oc3cccc(C#N)c3)c2)CC1,-10,0
N#Cc1c(NC(=O)c2ccc(Cn3cc(Br)cn3)o2)sc2c1CCCCC2,-27,0
COC(=O)CCc1c[nH]c2ccc([N+](=O)[O-])cc12,-16,9
Nc1ccc(-c2nc3c(ccc4ccccc43)[nH]2)cc1,24,19
CCC(C)(C)NC(=O)Cn1c(-c2ccccc2)cc(C(C)=O)c1C,-2,4
CCc1ccc(NC(=S)Nc2ccc(S(=O)(=O)Nc3ncccn3)cc2)cc1,-7,3
COc1ccccc1-n1c(-c2cc(-c3ccc(F)cc3)n[nH]2)n[nH]c1=S,3,10
Cc1ccc(N(CC(=O)NCC2CCCO2)C(=O)CCC(=O)Nc2ccccn2)cc1 (stereo not given),18,-9
COc1ccc(C(=O)N(c2ccccn2)C2CCCCC2)c(OC)c1,3,-6

# Profiles as entered above.
# Cc1ccc(N(CC(=O)NCC2CCCO2)C(=O)CCC(=O)Nc2ccccn2)cc1 (stereo not given) is listed as H9c2 TAG inh = 18; H9c2 TAG inh DAPI viability = -9
# COCCOC(=O)C1=C(C)N=C2SCCC(=O)N2C1c1cccs1 (stereo not given) is listed as H9c2 TAG inh = -5; H9c2 TAG inh DAPI viability = -2

# Back to the main list, repeating the 6 entries before the break.
SMILES,H9c2 TAG inh,H9c2 TAG inh DAPI viability
Nc1ccc(-c2nc3c(ccc4ccccc43)[nH]2)cc1,24,19
CCC(C)(C)NC(=O)Cn1c(-c2ccccc2)cc(C(C)=O)c1C,-2,4
CCc1ccc(NC(=S)Nc2ccc(S(=O)(=O)Nc3ncccn3)cc2)cc1,-7,3
COc1ccccc1-n1c(-c2cc(-c3ccc(F)cc3)n[nH]2)n[nH]c1=S,3,10
Cc1ccc(N(CC(=O)NCC2CCCO2)C(=O)CCC(=O)Nc2ccccn2)cc1 (stereo not given),18,-9
COc1ccc(C(=O)N(c2ccccn2)C2CCCCC2)c(OC)c1,3,-6
CN(c1ccccc1C(=O)N1CCN(c2ccccc2)CC1)S(C)(=O)=O,4,-11
O=C(OCc1ccccc1F)c1cc2ccccc2cc1O,10,2
CC(C)NC(=O)NC(=O)COC(=O)/C=C/c1ccc2c(c1)OCO2,11,-3
O=C1NC(=S)NC1=Cc1ccc2c(c1)CCC2,4,5
COc1cccc(/C(O)=C2/C(=O)C(=O)N(Cc3ccco3)C2c2ccncc2)c1 (stereo not given),9,0
N#Cc1ccc(-c2ccccc2)nc1SCC(=O)c1cc2ccccc2oc1=O,10,9
O=C(Nc1ncn[nH]1)c1ccc([N+](=O)[O-])cc1[N+](=O)[O-],-8,-12
CC1(C(=O)NS(=O)(=O)c2ccccc2)CCN1C(=O)CC1CCCCC1 (stereo not given),16,-4
Cc1ccc(NC(=O)c2cc(=O)[nH]c3ccc(S(=O)(=O)N4CCOCC4)cc23)cc1,-4,-7
O=C(c1ccccc1)N1CCN(CC(O)COc2ccc(Br)cc2)CC1 (stereo not given),-2,-12
Cc1c(C(=O)OC2CCCC2)[nH]c2c1C(=O)CC(c1ccco1)C2 (stereo not given),43,-23
Cn1c(Cc2cccs2)nnc1SCC(=O)Nc1ccc(F)cc1F,-6,2
CN(Cc1cnn(C)c1)C(=O)C1CCC(=O)N(Cc2ccc(Cl)cc2)C1 (stereo not given),-2,3
O=C(Nc1ccc(N2CCCC2)cc1)C(Cl)c1ccccc1 (stereo not given),4,7
COc1ccc(NS(=O)(=O)c2cc(NC(=O)C3=NN(c4ccccc4)C(=O)CC3)ccc2OC)cc1,18,0
COc1cc(O)c(C(CC(=O)N2CCCC(C)C2)c2cc(OC)c(OC)c(OC)c2)c(OC)c1 (stereo not given),5,5
CC1CCN(c2ccccc2NC(=S)NC(=O)c2ccco2)CC1,-2,-1
O=C(Nc1ccc2c(c1)OCCO2)c1cccnc1,14,-6
COC(=O)CN1C(=O)N/C(=C/c2ccc(OC)c(C)c2OC)C1=O,6,-6
CCCS(=O)(=O)NC(=O)C1(C)CCCN(C(=O)c2nc(C)oc2C)C1 (stereo not given),8,4
COCCn1nnnc1SCC(=O)c1ccccc1,-15,5
Nc1nc(C(=O)N2CCOCC2)nn1S(=O)(=O)c1ccccc1,-1,1
CC(OC(=O)c1cc(=O)[nH]c2ccccc12)C(=O)N1C(C)CCCC1C (stereo not given),4,-4
CCCNC(=O)c1cc(C2CCCCN2S(=O)(=O)c2ccc(C#N)cc2)on1 (stereo not given),4,0
COc1ccc(Cc2nc3ccc(C(=O)N4CCC(C(N)=O)CC4)cc3o2)cc1,-9,-15
CSc1ccc(CNc2nc3ccccc3n3cnnc23)cc1,-15,7
Oc1ccc(C=NNC(=S)Nc2cccnc2)nc1,4,-10
Cc1cc(C)nc(SCC(=O)Nc2sc3c(c2C#N)CCC(C)C3)n1 (stereo not given),-47,3
S=C(NC1CCCCC1)N1CCC(C2C=NC=N2)CC1 (stereo not given),3,7
COc1ccc(CCNC(=O)CSc2nc3[nH]ncc3c(=O)n2-c2ccc(Br)cc2)cc1OC,18,-11
COc1ccc(S(=O)(=O)N2CC(=O)Nc3ccccc32)cc1,-6,-5
Nc1ccc(-c2cc3ccccc3oc2=O)cc1,8,0
Cc1ccc(S(=O)(=O)Nc2ccc(N3CCOCC3)cc2)cc1[N+](=O)[O-],-13,2
COc1cc2nc(SCc3c(C)noc3C)n(CCC3=CCCCC3)c(=O)c2cc1OC,39,-8
Cc1ccc(C)c(C(=O)CN2C(=O)NC3(CCc4ccccc43)C2=O)c1 (stereo not given),23,-2
Cc1sc2ncnc(N3CCC(C(=O)NNC(=O)COc4ccccc4F)CC3)c2c1C,-12,6
O=C(c1ccc(Cl)cc1Cl)N1CCN(c2ccccn2)CC1,2,-1
COc1cc(/C=C/C(=O)OCc2c(C)noc2C)ccc1OC(F)F,11,0
CCC(C)c1ccc(NC(=O)COC(=O)C2CCCC2)cc1 (stereo not given),-6,-4
Cn1nnnc1SCc1cccc2ccccc12,-5,-1
NC(=O)c1c(NC(=S)Nc2ccccc2)sc2c1CCCC2,-3,-1
CN1C[C@@H]2C(c3ccccc3)C3(c4ccc(C#N)cc4)CC2(C3)[C@H]1c1ccccc1 (stereo not given in full),-13,3
CC(C(=O)Nc1ccc2c(c1)OCO2)N(c1ccc(Cl)cc1)S(C)(=O)=O (stereo not given),12,-4
CC(C)OC(=O)c1ccc(OC(=O)c2cccnc2)cc1,-6,2
CC(=O)c1cccc(NC(=S)NC(=O)Cc2ccc(Cl)cc2)c1,7,-3
CC(C)(C)C1CCC(=NNC(=S)NCc2ccccc2)CC1 (stereo not given),-23,10
O=C(c1ccc(S(=O)(=O)N2CCCCC2)cc1)N1CCN=C1SCc1cccnc1,-5,16
O=C(O)CCC(=O)NNC(=O)COc1cccc(Cl)c1,0,-1
COC(=O)/C=c1\[nH]c2nnc(C)n2c1=O,4,0
Cc1nc(CC(=O)N/N=C/c2ccc(OCC(=O)O)cc2)cs1,4,1
CC1C(=O)Nc2ccc(S(=O)(=O)NCc3ccc(Cl)cc3)cc2NC1=O (stereo not given),-12,9
CC1(C)ON(C2CCCCC2)[C@H]2c3nc4ccccc4n3C[C@H]21,-4,-4
CCOC(=O)CNC(=O)c1c(C)nn(-c2ccccc2)c1Cl,19,-7
Fc1ccc(NC(=S)NCCN2CCOCC2)c(F)c1F,3,4
COc1ccc(NS(=O)(=O)c2cccc(C(=O)NNC(=O)CNC(=O)c3ccccc3F)c2)cc1,-14,-4
CC1CCCN(C(=O)c2nn(C)c3c2CSc2ccccc2-3)C1 (stereo not given),-13,2
CC(C)(C)OC(=O)C(C)(C)O/N=C(\C(=O)O)c1csc(N)n1,-1,4
Cc1nnc(SCC(=O)NC(C)(C)C)n1NCc1cccc(Br)c1,13,-15
N#Cc1ccc(OCC(O)CS(=O)(=O)c2ccccc2)cc1 (stereo not given),-5,3
Cc1cccc(NC(=O)c2nc[nH]c2C(=O)NC[C@@H](C)O)c1,-7,-4

# Entries shown so far that have a tert-butyl group, in the order listed:
SMILES,H9c2 TAG inh,H9c2 TAG inh DAPI viability
CC(C)(C)C1CCC(=NNC(=S)NCc2ccccc2)CC1 (stereo not given),-23,10
CC(C)(C)OC(=O)C(C)(C)O/N=C(\C(=O)O)c1csc(N)n1,-1,4
Cc1nnc(SCC(=O)NC(C)(C)C)n1NCc1cccc(Br)c1,13,-15

# (listing goes on)
SMILES,H9c2 TAG inh,H9c2 TAG inh DAPI viability
Cc1ccc(/C=N/NC(=O)Cc2c[nH]c3ccccc23)c(C)c1,54*,-11*
Nn1c(COc2ccccc2F)nnc1SCC(=O)NC1CC1,-10,2
Cc1cc(C(=O)O)cc(S(=O)(=O)Nc2c(C)nn(C)c2C)c1C,-1,1
CC(=O)CCc1c(C)c2cc(C)ccc2[nH]c1=O,-8,-20
O=C(CCSCCC(=O)NCc1cccs1)NCc1cccs1,-1,0
OC[C@H]1O[C@@H](c2nc(-c3ccc(C4OCCO4)cc3)no2)[C@H](O)[C@@H]1O,4,0
C=CCSc1nnc2c(n1)-c1cccc3cccc-2c13,-9,-2
CCOC(=O)c1nnn(CC(=O)NC(=O)Nc2ccccc2)c1C(=O)OCC,-5,-2
O=C(O)CCc1ccc(-c2ccc(Br)cc2)n1NC(=O)c1ccc([N+](=O)[O-])cc1,-8,1
CN(C)C(=O)c1ccc(NC(=O)c2sccc2-c2ccccc2)cc1,-1,8
Cc1cc(=O)[nH]c(SCC(=O)N2CCC(Cc3ccccc3)CC2)n1,12,-5
COCCN1C(=O)N[C@@H](c2cccc(F)c2)C(C(=O)OC)=C1C,-2,-4
CCOC(=O)N1CCN(Cc2nc(-c3cccc(Cl)c3)no2)CC1,11,-4
COc1ccc(O)c(C2=Nc3ccccc3N=C(c3cccs3)C2)c1,-2,1
Cc1cccc(NC(=O)C(=O)NCCc2c[nH]c3ccccc23)c1C,19,-20
CC(C)CCCC(C)CCOC(=O)CN1CCCC1 (stereo not given),-3,2
CCCCCCn1c(=O)c(-c2ccccc2)c(O)c2ccccc21,-7,5
Cc1ccccc1NC(=O)Cc1nc(COC(=O)Cc2c(F)cccc2Cl)cs1,-13,-3
CCCCNc1c(-c2ccc(SC(C)CC)cc2)nc2ccccn12 (stereo not given),18,135
CC1=C2C(CCS2(=O)=O)CC2(C1)C(=O)OC(C)(C)OC2=O (stereo not given),-4,3
O=C(Nc1nc(-c2cccnc2)cs1)c1ccccc1[N+](=O)[O-],-6,-9
O=C(COC(=O)c1ccncc1)c1ccc(Cl)c(Cl)c1,14,-8
C=CCN1C(=O)CN=C1Nc1cccc(C)c1,1,0
COc1ccc(NC2c3ccccc3C(=O)N2c2cccnc2)cc1 (stereo not given),10,-5
COc1ccc(N2CCC(CNS(=O)(=O)c3cccc(C(F)(F)F)c3)C2)cc1 (stereo not given),-12,-7
CCN(Cc1ccncc1)C(=O)c1cccc(S(=O)(=O)N2CCOCC2)c1,-4,5
COc1cc(C(=O)O)cc(NC(=O)c2ccco2)c1OC,-13,9
Cc1nnc(NC(=O)CSc2nnc(-c3ccoc3C)n2CC(C)C)s1,4,5
O=C(Oc1ccc(Cl)cc1N1C(=O)CCC1=O)c1ccco1,7,-2
CN(Cc1ccccc1)C1CCNCC1,7,7

# Screens from PubChem.

# A portion of the library; rates above refer to the full screens.
